Screens from PubChem BioAssay.
Mtb RmlCD inh = M. tuberculosis RmlC/RmlD coupled enzyme inhibitors, primary screen, biochemical, compound mixtures, 384-well, from 1536-well plates | RmlC+RmlD coupled enzyme assay, percent inhibition; primary screen in compound mixtures | inhibition, % at 3.6 µM | 160,000 tested, 0.03% active | AID 1533, 2009; in the data active = inhibition mostly above about 34%, no sharp cut-off; also: some results filed as inactive read as strong as hits
Target sequence (P9WH09 whole entry, looked up): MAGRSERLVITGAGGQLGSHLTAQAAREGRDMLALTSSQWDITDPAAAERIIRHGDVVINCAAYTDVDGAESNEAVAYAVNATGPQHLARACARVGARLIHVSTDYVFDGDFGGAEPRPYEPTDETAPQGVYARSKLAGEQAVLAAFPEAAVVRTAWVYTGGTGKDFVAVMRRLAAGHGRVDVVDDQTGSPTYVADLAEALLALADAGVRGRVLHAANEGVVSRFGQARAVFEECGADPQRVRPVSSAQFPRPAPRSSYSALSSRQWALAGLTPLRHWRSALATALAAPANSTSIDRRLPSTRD
Target sequence (P9WH11 whole entry, looked up): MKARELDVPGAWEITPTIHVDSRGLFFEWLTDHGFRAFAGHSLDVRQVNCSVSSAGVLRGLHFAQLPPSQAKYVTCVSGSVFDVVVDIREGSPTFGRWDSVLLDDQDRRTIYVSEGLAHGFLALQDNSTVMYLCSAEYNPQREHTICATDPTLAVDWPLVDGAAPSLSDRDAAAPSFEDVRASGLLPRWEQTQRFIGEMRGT
GlmU inhibition = inhibition of mycobacterial GlmU enzyme – biochemical, glucosamine-1-phosphate acetyltransferase (AID 1376); 220,000 tested, 0.25% active; M. tuberculosis GlmU acetyltransferase enzyme assay; higher % means a stronger effect; inhibition, %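 (tested at 30 µM in the primary screen)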, or IC50 in µM where a hit was titrated; in the data active = inhibition above about 13%;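 also: 0% = complete reaction with vehicle and 100% = reaction without substrate; strong numbers were not always called active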
The depositor's hits bear a star; / = not tested or not shown. Some of the compounds tested, so the mix of outcomes need not match the whole.

SMILES	Mtb RmlCD inh	GlmU inhibition
Cc1cc(C)n(C(C[N+](=O)[O-])c2ccc(Cl)cc2)n1 (stereo not given)	0	-4.7%
Cc1c(NC(=S)N/N=C/c2cccc(O)c2)c(=O)n(-c2ccccc2)n1C	-11	2.6%
NC(=O)COc1ncn(-c2ccccc2)n1	-1	-2.1%
COc1ccc(C(=O)c2c(N)sc3c2CCN(C(=O)OC(C)(C)C)C3)cc1	3	-0.4%
C#CCOCCOCCOCCNc1nc(N2CCOCC2)nc(N2CCN(C(=O)[C@H](C)n3cc(CCCN=C(N)N)nn3)CC2)n1	/	-2.3%
COCCn1c(SCC(=O)Nc2ccc(Cl)cn2)nc2ccccc21	-3	8.5%
CCCCNC(=O)c1sc(=S)n(-c2ccccc2OC)c1N	/	-1.5%
COc1ccc(C2CCCN2C(=O)Nc2cccc(C(C)=O)c2)cc1OC (stereo not given)	-45	1.2%
CN1CCN(C(=O)c2cc3sc4ccccc4c3s2)CC1	9	1.1%
O=c1c2sccc2n(Cc2ccc(F)cc2)c(=O)n1-c1ccc(F)cc1	0	-3.4%
CCN1CCN(S(=O)(=O)c2ccc3c(c2)OCCO3)CC1	-3	1.1%
O=C(Nc1ccc(N2C(=O)C3C4C=CC(C4)C3C2=O)cc1Cl)c1cccs1 (stereo not given)	-10	3.9%
Cc1csc(NC(=O)CSc2nc(C(C)C)nc3c2c(=O)n(C)c(=O)n3C)n1	/	3.5%
CC1CCN(S(=O)(=O)c2ccc(F)c(C(=O)O)c2)CC1	4	-0.1%
COc1cc(/C=N/Nc2nnc3c(n2)[nH]c2ccccc23)ccc1O	0	2.6%
CC(=O)Nc1ccc(S(=O)(=O)Nc2cccc(-c3ccc4nncn4n3)c2)cc1	-11	3.3%
Cc1nc2cc(-c3ccccc3)nn2c(C)c1CCC(=O)N1CCN(c2ccccc2)CC1	-5	0.2%
CCOCCCNC(=O)C1CCC(CNS(=O)(=O)c2cccc3nsnc23)CC1 (stereo not given)	12	6.8%
Cc1ccc(CN2CCc3c(OCC(=O)Nc4cc(C)ccc4C)cccc3C2=O)cc1	6	3.6%
O=C(c1ccco1)N1CCN(c2c([N+](=O)[O-])nn(-c3cccc(Cl)c3)[n+]2[O-])CC1	4	1.5%
OC(CNCc1ccccn1)c1ccccc1 (stereo not given)	-4	0.4%
Cn1cc(/C=C/C(=O)c2ccccc2)c2ccccc21	-9	-2.5%
CCOC(=O)C1=NNC2(c3ccccc3)C(=O)N(c3cccc(Br)c3)C(=O)C12 (stereo not given)	-2	-0.2%
CC/C(O)=C(/C#N)c1nnc2n1CCCCC2	64	-1.9%
COc1ccc(-c2cc(C(F)(F)F)nc(S(=O)(=O)CCCC(=O)Nc3cccc(O)c3)n2)cc1OC	/	-0.8%
More compounds.
SMILES	Mtb RmlCD inh	GlmU inhibition
Cc1cccc(N2CCN(C(=O)c3csc4ccccc34)CC2C)c1 (stereo not given)	-11	6.0%
O=C(/C=C/c1ccc(Cl)cc1Cl)NCCSc1ccccc1	4	-5.2%
CCCC1=Nc2cc(C(=O)NCc3ccco3)ccc2Sc2ccccc21	-7	5.8%
COc1ccccc1N1CCN(C(=O)c2cc(-c3ccc(Cl)cc3)on2)CC1	8	7.0%
COc1ccc(NC(=O)c2cc3c(=O)n(C)c4ccccc4c3n2C)cc1OC	11	3.3%
N#C/C(=C\c1cccc([N+](=O)[O-])c1)C(=O)NCc1ccc(Cl)cc1	6	1.9%
COc1ccc2cc(C)c3nnc(SCc4cccnc4)n3c2c1	5	1.3%
Cc1sccc1/C=N/NC(=O)c1cccc2ccccc12	6	1.9%
Cc1ccc(NC(=S)NNC(=O)c2c([N+](=O)[O-])c(C)nn2C)cc1	/	-1.8%
CCCN1C2=NCCN2c2cc(C)c(C)cc21	106	-3.3%
Brc1ccc(OCc2nnc(SCC3CCCCC3)o2)cc1	/	5.5%
O=C(Nc1cc(=O)c2ccccc2o1)N1CCOCC1	5	5.1%
Cc1nc(NCc2ccco2)c2c3c(sc2n1)CCC3	-6	2.7%
COc1ccc(S(=O)(=O)Cc2ccc(C(=O)N3CCC4(CC3)OCCO4)o2)cc1	-2	-1.3%
CCCCn1c(=O)[nH]c(=O)c2c1nc(-c1ccc(-c3ccccc3Br)o1)n2CC	/	-0.5%
CCCCOc1cccc(OCC(=O)Nc2nc3ccccc3[nH]2)c1	/	-1.4%
CCCc1cc(=O)n2[nH]c(-c3ccc(Br)cc3)cc2n1	-7	11%
Cc1ccccc1OC(=O)n1c(=S)oc2cc(Cl)ccc21	-10	4.1%
Cc1noc(/C=C/N(C)C)c1S(=O)(=O)N1CCN(c2ccccc2)CC1	/	-1.5%
C(=C\c1ccc2ccccc2n1)/c1ccccc1	5	4.6%
Cc1ccccc1N=C1NC(=O)/C(=C/c2cccn2C)S1	6	6.9%
CCC(=O)N1CCc2cc(S(=O)(=O)NCCC(=O)N3CCN(Cc4ccccc4)CC3)ccc21	/	1.9%
Cc1cccc(Cn2c(C(C)O)nc3ccccc32)c1 (stereo not given)	/	-4.5%
C=C(C)C(=O)Nc1cccc(C2=NOC3(C2)C[C@H](C(N)=O)N(C(=O)COc2ccc(Cl)cc2)C3)c1 (stereo not given in full)	/	118µM*
O=C1NC2(CCCCC2)C(=O)N1CCN1C(=O)c2ccccc2C1=O	-1	-1.6%
Next section
SMILES	Mtb RmlCD inh	GlmU inhibition
COc1ccc(C(=O)NN2C(=O)C3CCC(C)(C2=O)C3(C)C)cc1 (stereo not given)	-5	1.0%
O=C(O)Cc1csc(NC(=O)CSc2cccc(C(=O)O)n2)n1	7	8.1%
Cc1cccc(N2CC(O)(c3cccs3)[N+]3=C2CCCC3)c1C (stereo not given)	6	-0.6%
COc1ccc(OC)c(Nc2nc(-c3sc(NC(=O)c4ccccc4)nc3C)cs2)c1	/	-5.2%
O=C(NCc1ccccn1)c1coc(=O)c(Br)c1	11	3.4%
COC(=O)Nc1ccc(S(=O)(=O)N2CCCC(C(=O)NC3CCCCC3)C2)cc1 (stereo not given)	-1	0.1%
O=C(CCN1C(=O)c2ccc([N+](=O)[O-])cc2C1=O)Nc1ccccc1C(=O)O	9	-3.5%
CN(C)C(=O)CSc1nnc(-c2cnccn2)n1C	/	0.6%
CCOC(=O)N1CCN(Cc2nc(N)nc(Nc3ccc(C)cc3)n2)CC1	/	-4.9%
O=C1c2ccccc2C(=O)N1/N=C/c1ccc(O)c(O)c1	9	9.0%
COc1ccc(-n2ncc3c(=O)n(CC(=O)N4c5ccccc5CC4C)cnc32)cc1 (stereo not given)	/	1.3%
Cc1ccc(C)c(NC(=O)COC(=O)c2ccc3c(c2)OCO3)c1	4	-1.2%
Cc1cccc(NC(=O)CN(C)S(=O)(=O)c2cccc3cccnc23)c1	/	0.5%
O=C(/C=C/c1ccc(Cl)c([N+](=O)[O-])c1)Nc1ccc(NC(=O)c2ccco2)cc1	-3	4.1%
Fc1ccc(-c2cc(-c3cccs3)cc(-c3ccccc3)n2)cc1	/	1.4%
O=C(O)/C=C/c1ccc2ccccc2n1	/	2.3%
O=c1cc(CSc2nnc(COc3ccc(Cl)cc3)o2)c2ccccc2[nH]1	-7	2.6%
N#Cc1ccsc1NC(=O)c1cccc([N+](=O)[O-])c1	-5	-6.5%
Cc1ccc(NC(=S)N(CCCN2CCOCC2)Cc2cccnc2)cc1C	-5	-6.1%
COc1ccc(-n2c(SCC(=O)Nc3ccc([N+](=O)[O-])cc3OC)nc3ccccc32)cc1	/	-4.2%
O=C(NC1CCCCCC1)c1cc(=O)[nH]c2ccc(S(=O)(=O)N3CCOCC3)cc12	-9	-5.2%
FC(F)(F)c1ccc(CN2C[C@@H]3C(c4ccccc4)C4(c5ccccc5)CC3(C4)[C@H]2c2ccccc2)cc1 (stereo not given in full)	/	-3.6%
Cn1c(CSc2nc3ccccc3s2)nnc1SCC(=O)NCc1cccnc1	/	-3.3%
CCOC(=O)c1cc2c(=O)n3ccccc3nc2n(CCCOC)c1=NC(=O)c1cccnc1	-6	/
O=C(COC(=O)c1ccccc1C(=O)c1ccccc1)Nc1cccc([N+](=O)[O-])c1	2	-3.2%

Arranged by length of the SMILES (highest first): part of the list above
SMILES	Mtb RmlCD inh	GlmU inhibition
FC(F)(F)c1ccc(CN2C[C@@H]3C(c4ccccc4)C4(c5ccccc5)CC3(C4)[C@H]2c2ccccc2)cc1 (stereo not given in full)	/	-3.6%
O=C(/C=C/c1ccc(Cl)c([N+](=O)[O-])c1)Nc1ccc(NC(=O)c2ccco2)cc1	-3	4.1%
O=C(COC(=O)c1ccccc1C(=O)c1ccccc1)Nc1cccc([N+](=O)[O-])c1	2	-3.2%
O=C(CCN1C(=O)c2ccc([N+](=O)[O-])cc2C1=O)Nc1ccccc1C(=O)O	9	-3.5%
CCOC(=O)c1cc2c(=O)n3ccccc3nc2n(CCCOC)c1=NC(=O)c1cccnc1	-6	/
COc1ccc(-n2ncc3c(=O)n(CC(=O)N4c5ccccc5CC4C)cnc32)cc1 (stereo not given)	/	1.3%
COc1ccc(OC)c(Nc2nc(-c3sc(NC(=O)c4ccccc4)nc3C)cs2)c1	/	-5.2%
O=c1cc(CSc2nnc(COc3ccc(Cl)cc3)o2)c2ccccc2[nH]1	-7	2.6%
COc1ccc(C(=O)NN2C(=O)C3CCC(C)(C2=O)C3(C)C)cc1 (stereo not given)	-5	1.0%
CCOC(=O)N1CCN(Cc2nc(N)nc(Nc3ccc(C)cc3)n2)CC1	/	-4.9%
Cc1ccc(C)c(NC(=O)COC(=O)c2ccc3c(c2)OCO3)c1	4	-1.2%
Cc1cccc(N2CC(O)(c3cccs3)[N+]3=C2CCCC3)c1C (stereo not given)	6	-0.6%
O=C(O)Cc1csc(NC(=O)CSc2cccc(C(=O)O)n2)n1	7	8.1%
O=C1c2ccccc2C(=O)N1/N=C/c1ccc(O)c(O)c1	9	9.0%
CN(C)C(=O)CSc1nnc(-c2cnccn2)n1C	/	0.6%
O=C(O)/C=C/c1ccc2ccccc2n1	/	2.3%

Quoted at random: two compounds from above, in no set order.
SMILES	Mtb RmlCD inh	GlmU inhibition
Cc1cccc(N2CCN(C(=O)c3csc4ccccc34)CC2C)c1 (stereo not given)	-11	6.0%
Cc1c(NC(=S)N/N=C/c2cccc(O)c2)c(=O)n(-c2ccccc2)n1C	-11	2.6%

(list continues)
SMILES	Mtb RmlCD inh	GlmU inhibition
CCN(CC)c1ccc(NC(=O)c2ccc(NC(=O)C3CCCO3)cc2)c(C)c1 (stereo not given)	8	-5.3%
Cc1c(C(=O)N/N=C/c2ccc(-c3ccccc3[N+](=O)[O-])o2)sc(N)c1C#N	-1	6.2%
C=CCNC(=O)CC(=O)N/N=C/c1ccc(C(=O)OC)cc1	-2	2.6%
CCOC(=O)c1c(NC(=O)Nc2ccc(F)cc2)sc2c1CCN(C)C2	-3	-4.1%
CCOC(=O)c1c(C)[nH]c2ccc(O)cc12	/	-2.1%
O=C(Nc1ccccc1N1CCOCC1)c1ccc2ccccc2n1	12	8.7%
O=C(c1ccco1)N1CCN(S(=O)(=O)c2cccs2)CC1	/	-0.2%
COc1ccc(/C=N/NC(=O)c2ccc(Cl)c(S(N)(=O)=O)c2)cc1OCC(N)=O	-9	2.6%
CC(C)NS(=O)(=O)c1ccc(NC(=O)CCc2ccccc2)cc1	9	-5.8%
Cc1ccc(OCC(=O)Nc2ccc(-c3nnc(-c4ccco4)o3)cc2)cc1	8	-5.6%
Fc1ccc(-c2nnc3ccc(N4CCc5ccccc5C4)nn23)cc1	3	0.8%
O=C(COc1ccccc1-c1ccccc1)N/N=C/c1ccccn1	9	1.6%
COc1ccc(N2CCN(C(=O)C3CC(O)CN3S(=O)(=O)c3ccc([N+](=O)[O-])cc3)CC2)cc1 (stereo not given)	-9	7.2%
CC(C)(C)c1ccc(C(=O)NNC(=S)NCC2CCCO2)cc1 (stereo not given)	7	-2.7%
COC(=O)CC1(CC(=O)OC)C(=O)NC(=O)NC1=O	4	0.3%
COc1ccc(/C(O)=C2/C(=O)C(=O)N(c3ncccn3)C2c2ccc(C(C)(C)C)cc2)cc1 (stereo not given)	0	-4.0%
Clc1ccc(-c2nnc(CSc3nnc(-c4cccs4)n3Cc3ccccc3)o2)cc1	/	-1.8%
COC(=O)COc1cccc2c(=O)n(CC(=O)N3CCCc4ccccc43)ccc12	9	0.5%
O=C(O)C1C2C=CC(C2)C1C(=O)NCc1ccoc1 (stereo not given)	39	/
COc1ccc(NC(=O)c2nc[nH]c2C(=O)N[C@H](C)c2ccccc2)cc1	-10	11%
COC(=O)/C=C\C(=O)Nc1cccc([N+](=O)[O-])c1	3	4.3%
O=C(C1CC(=O)N(C2CCCC2)C1)N1CCC(Cc2ccccc2)CC1 (stereo not given)	21	6.5%
C=CCNC(=O)C1CC=CCC1C(=O)O (stereo not given)	-8	-1.7%
CC(C)Oc1ccc(CCC(=O)NNC(=S)NCc2ccccc2)cc1	0	-3.4%
COc1c2occc2c(OC)c2c(=O)cc(C(F)(F)F)oc12	-10	0.2%
(continued)
SMILES	Mtb RmlCD inh	GlmU inhibition
O=C1CSC(c2ccc(F)cc2)N1c1nnc(C23CC4CC(CC(C4)C2)C3)s1 (stereo not given)	-9	-1.7%
CC(C)C(=O)N1CCN(c2ccc(NC(=O)c3ccc([N+](=O)[O-])o3)cc2)CC1	13	-2.8%
CCN(CCn1cccn1)C(=O)CC1C(=O)NCCN1Cc1cccc(OC)c1OC (stereo not given)	-4	10%
CCOP(=O)(OCC)C(CC)N1CCOCC1 (stereo not given)	4	-3.6%
CC(C)OC(=O)c1ccccc1C(=O)c1ccc(N)c([N+](=O)[O-])c1	0	1.5%
COc1ccc(N2CCN(CCNC(=O)Nc3ccc(Cl)cc3)CC2)cc1	0	0.4%
COc1ccc(N2CCN(CCCn3c(=S)[nH]c4ncccc4c3=O)CC2)cc1	-17	0.9%
O=C(NC1CCCC1)C1CCCN1C(=O)Nc1ccc(Cl)cc1 (stereo not given)	11	-2.6%
CCC(C)NC(=O)Nc1ccc(Br)cc1 (stereo not given)	-18	1.9%
COc1ccc(CCN2CN(S(=O)(=O)c3ccccc3)c3nc4ccccc4nc32)cc1OC	6	1.3%
